# Screens: PubChem, National Center for Advancing Translational Sciences (NCATS)
# D2 antagonist – antagonists of human D2 dopamine receptor. P14416. HEK293 TREx D2 cells, calcium flux, dopamine EC80. inhibition, % at 10 µM. 2% of 340,000 active. AID 485344; in the data active = inhibition above about 30%; note: 0% is about no effect
# Target sequence (P14416 whole entry, looked up): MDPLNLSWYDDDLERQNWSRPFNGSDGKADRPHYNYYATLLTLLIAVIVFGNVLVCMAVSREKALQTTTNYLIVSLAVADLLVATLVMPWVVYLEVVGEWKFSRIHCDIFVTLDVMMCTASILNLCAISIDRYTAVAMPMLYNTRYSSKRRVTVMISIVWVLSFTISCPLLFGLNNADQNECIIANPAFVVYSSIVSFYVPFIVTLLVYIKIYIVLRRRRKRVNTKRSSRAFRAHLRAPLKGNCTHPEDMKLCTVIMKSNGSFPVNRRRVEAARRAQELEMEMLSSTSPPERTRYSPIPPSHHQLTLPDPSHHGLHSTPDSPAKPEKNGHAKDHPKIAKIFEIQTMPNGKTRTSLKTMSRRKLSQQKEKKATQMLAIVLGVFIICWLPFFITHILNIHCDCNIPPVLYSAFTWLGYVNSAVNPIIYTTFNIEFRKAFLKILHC
#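 Measurement of antagonist activity uses fluorescent calcium dye in inducible HEK293 T-REx D2 cells: 10 s baseline, compound addition with 180 s read, EC80 dopamine addition with a further 180 s read.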
# TrxR1 substrate – is turned over as a substrate by rat TrxR1; O89049; purified TrxR1 substrate turnover, NADPH consumption readout; Potency, µM (titrated, usually from 114 µM), for the others: top-dose activity change, negative = substrate turnover; 0.01% of 390,000 active; note: potency is the fitted concentration of half-maximal effect; % is set by controls: 0 for no effect and ±100 for the full control effect; nearly all actives have a fitted effect of over 50% in size
#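 Rat TrxR1, dispensed at 90 nM, was prereduced with 400 uM NADPH (final) for 5 min at ~22 deg C, then incubated with compound 15 min before 400 uM selenite. A first-read NADPH fluorescence drop versus no-compound background flagged substrates.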
# PI4K2A block – inhibitors of human PI4K2A; Q9BTU6; purified PI4K2A, ADP-Glo luminescence, 1 h; hits give low values; activity change, negative = inhibition, % at 76.9 µM; 0.13% of 420,000 active; AID 1346378; in the data active = activity change below about -50%; inconclusive = mostly about -30% to -49%;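 note: -100% = wells without enzyme as full effect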
#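 In this quantitative HTS, ADP production by PI4K2A was quantified luminescently after 1 h at ambient temperature; 100 microM adenosine served as plate-quality control.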
# rTrxR1 inhibitor – inhibitors of rat thioredoxin reductase 1 | O89049 | recombinant rTrxR1, NADPH fluorescence consumption, selenite substrate | Potency, µM (titrated, usually from 114 µM), for inactives: at the top dose activity change, negative = inhibition, most hits filed as inhibitors | 1% of 390,000 active; note: potency is the fitted concentration of half-maximal effect; % is set by controls: 0 for no effect and ±100 for the full control effect; nearly all actives have a fitted effect of over 65% in size
#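 Rat TrxR1 (90 nM in the dispensed reagent) was pre-reduced with 400 uM NADPH for 5 min at room temperature, then incubated with compound for 15 min. After 400 uM selenite was added, NADPH fluorescence (Ex 340/Em 450 nm) was followed for 8 min.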
# USP1-UAF1 inh – blocks the human USP1/UAF1 deubiquitinase complex; Potency, µM (highest dose often 57.1 µM), for inactives: top-dose activity change, negative = inhibition, most hits filed as inhibitors; 0.23% of 390,000 active; AID 743255; recombinant USP1/UAF1, Ub-Rhodamine cleavage fluorescence; O94782; note: potency is the fitted concentration of half-maximal effect; % is set by controls: 0 for no effect and ±100 for the full control effect; nearly all actives have a fitted effect of over 60% in size; inactives centre near -12
#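 In this screen, compounds sit with the deubiquitinase complex (1nM) for 15 min at room temperature before Ub-Rho is added at 150nM final. Fluorescence rise is then followed for 6 reads every 60 seconds.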
# TRHR enhancer – allosteric enhancers of human TRH receptor | P34981 | TRHR cells, fluo-8 calcium fluorescence, EC20 TRH enhancement | enhancement, % at 2 µM | 0.66% of 360,000 active; in the data active = enhancement above about 30%; note: 0% is about no effect
#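 Enhancer read-out: after compound pinning and an initial kinetic agonist-mode read, an EC20 of TRH (10 nM final) was injected and fluo-8 calcium signal (Ex 480/Em 530) followed at 1 s/cycle for 100 cycles in TRHR-expressing cells.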
# IDH1 R132H inh – blocks human mutant IDH1 R132H enzyme; O75874; IDH1-R132H enzyme, NADPH consumption, diaphorase/resazurin fluorescence; 0.093% of 390,000 active; Potency, µM (top dose mostly 76.6 µM), inactives show top-dose activity change, negative = inhibition, usual class: inhibitors; note: potency is the fitted concentration of half-maximal effect; % is set by controls: 0 for no effect and ±100 for the full control effect; nearly all actives have a fitted effect of over 65% in size
# Target sequence (O75874 whole entry R132H, stated change not applied): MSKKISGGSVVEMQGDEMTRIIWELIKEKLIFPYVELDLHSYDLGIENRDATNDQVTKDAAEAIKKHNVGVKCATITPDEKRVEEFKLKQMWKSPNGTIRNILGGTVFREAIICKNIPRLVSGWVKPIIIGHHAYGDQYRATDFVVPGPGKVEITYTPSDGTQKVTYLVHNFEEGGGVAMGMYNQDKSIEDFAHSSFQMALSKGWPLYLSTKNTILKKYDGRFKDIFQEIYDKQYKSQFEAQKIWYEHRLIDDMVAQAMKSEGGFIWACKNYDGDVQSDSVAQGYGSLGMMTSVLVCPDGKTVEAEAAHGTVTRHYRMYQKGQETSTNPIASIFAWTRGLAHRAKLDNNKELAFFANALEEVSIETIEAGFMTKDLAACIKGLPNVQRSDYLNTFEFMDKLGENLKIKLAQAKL
#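 IDH1-R132H (0.5 ug/mL) preincubated 30 min with compound, then NADPH (0.016 mM) and alpha-KG (2 mM) added; 80 min at RT, pH 7.5. Remaining NADPH coupled via diaphorase/resazurin to fluorescence (540/590 nm); concentration-response curves normalized to no-enzyme control.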
# TRHR agonist – activates the human TRH receptor; activation, % at 2 µM; TRHR cells, calcium flux fluo-8, FDSS agonist mode; P34981; 0.18% of 360,000 active; in the data active = activation above about 30%; note: 0% is about no effect
#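 Read-out: compound-evoked intracellular calcium rise in TRHR cells, fluo-8 dye, kinetic FDSS fluorescence at 1 s/cycle following a 10-cycle baseline. Cells cultured overnight before dye loading (30 min–1.5 h, RT).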
# D2 agonist – activates the human D2 dopamine receptor; P14416; HEK293 T-REx D2 cells, calcium flux agonist mode; activation, % at 2 µM; 0.53% of 340,000 active; AID 485358;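 active = activation over 3 SD above normal in the single-dose calcium agonist read, cut at about 30% in these data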; note: 0% is about no effect
#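 Tetracycline-induced HEK293 T-REx cells with force-coupled D2 receptor, plated overnight at 30 C, loaded with no-wash calcium dye. After a 10 s baseline, compound was pin-added and calcium flux read kinetically for 180 s; calcium rises flagged agonists.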
# Active calls of the source: *; ? = inconclusive; · = not tested or not shown; [ ] = dose if it differs, or a comment. Unless noted, calls come from the whole dose curve; as a rule, active = well fitted inhibition curve with a large enough effect; inconclusive = small, poorly fitted or top-dose-only effect; inactive = no such curve, though single readings can be large or run the other way.
SMILES,D2 antagonist,TrxR1 substrate,PI4K2A block,rTrxR1 inhibitor,USP1-UAF1 inh,TRHR enhancer,IDH1 R132H inh,TRHR agonist,D2 agonist
CCOc1ccccc1NC(=O)Cn1cc(C(=O)c2ccc(Cl)cc2)c(=O)c2ccc(C)nc21,·,-2%,3,22%,-11%,9,-19%,1.6,-0.5
COc1ccc(S(=O)(=O)Cc2ccc(C(=O)N3CCN(c4cccc(C)c4C)CC3)o2)cc1,11,3%,2,12%,?,1,6%,-0.2,0.6
Cc1cccc(NC(=O)CCS(=O)(=O)c2ccccc2)c1,19,1%,0,16%,-17%,0,0%,-0.9,0.3
CCC(CC)C(=O)N1CCc2cc(OC)c(OC)cc2C1COc1ccc(C(=O)OC)cc1 (configuration not stated),·,-3%[57.1 µM],-10,0%[57.1 µM],?,-4,5%,-0.6,0.6
Nc1nc2ccc(S(=O)(=O)N3CCCCC3)cc2s1,-9,-3%,-7,101%[activator],?,-6,27%,0.7,3.6
Cc1cc(NC(=O)CSC2=NS(=O)(=O)c3cc(Cl)ccc3N2)no1,-11,-6%,-9,-11%,-17%,-4,1%,0.3,0.1
CCOC(=O)Nc1ccc2c(CN3C(=O)NC4(CCCC4)C3=O)cc(=O)oc2c1,25,706%[activator],5,-103%,-4%,-1,0%,-0.2,0.5
Cc1nc2ccc(NC(=S)N3CCN(c4ccccn4)CC3)cc2nc1C,-9,4%,4,-19%,-11%,-5,1%,-0.7,24
C/C(=N\Nc1nccnc1Cl)c1ccc(Br)cc1,2,-4%,-20,4%,-10%,-3,15%,-2.7,0.6
CCc1nnc2c(N3CCN(c4cc(Cl)ccc4C)CC3)nc3ccccc3n12,·,20%,2,55%[activator],-8%,6,-1%,-0.7,-1.5
O=C(NCc1ccccc1Cl)C1CCC(=O)N(C2CC2)C1 (configuration not stated),-2,2%,-1,1%,-6%,14,-10%,0.7,-1.3
O=C(NCc1ccc2c(c1)OCO2)C1CCCN(S(=O)(=O)c2cccc3cccnc23)C1 (configuration not stated),15,6%[57.1 µM],-4,-11%[57.1 µM],-6%,-6,-4%,0.3,1.0
CCn1cc(CNC(=O)/C=C/c2ccc([N+](=O)[O-])cc2)cn1,0,-7%,0,5%,-5%,-1,3%,-0.5,-1.6
COc1ccccc1OCCNC(=O)CC(NC(C)=O)c1ccccc1 (configuration not stated),1,2%,-2,3%,-8%,-7,-2%,2.4,-0.4
CN(C)CCN(Cc1cc2cc3c(cc2nc1Cl)OCO3)C(=O)c1ccco1,·,-1%,-11,-9%,-23%,-8,-3%,0.3,·
CCOC1=NN(c2ccccc2)C(=O)/C1=C\N(C)C,2,-1%,1,12%,-14%,4,0%,-0.8,-0.5
Cc1nc2cnccc2n1C,-7,9%,3,34%,-16%,4,7%,-0.1,0.4
O=C(c1cccc(Br)c1)N1CCCc2ccccc21,23,7%,0,11%,-13%,2,10%,-1.5,0.5
CC(=O)c1c(C)[nH]c(C(=O)NCCc2cccc(C)c2)c1C,10,5%,0,5%,-17%,-2,4%,0.7,0.0
O=C(/C=C/c1ccccc1)OCCN=C1NS(=O)(=O)c2ccccc21,7,0%[57.1 µM],2,14%[57.1 µM],-24%,-3,-3%,0.1,-0.4

# Single records, as listed above. Order of screens: D2 antagonist	TrxR1 substrate	PI4K2A block	rTrxR1 inhibitor	USP1-UAF1 inh	TRHR enhancer	IDH1 R132H inh	TRHR agonist	D2 agonist
# `CC(=O)c1c(C)[nH]c(C(=O)NCCc2cccc(C)c2)c1C` is listed as 10	5%	0	5%	-17%	-2	4%	0.7	0.0
# `CCn1cc(CNC(=O)/C=C/c2ccc([N+](=O)[O-])cc2)cn1` is listed as 0	-7%	0	5%	-5%	-1	3%	-0.5	-1.6
# `CN(C)CCN(Cc1cc2cc3c(cc2nc1Cl)OCO3)C(=O)c1ccco1` is listed as ·	-1%	-11	-9%	-23%	-8	-3%	0.3	·

# Remaining list, next part:
SMILES,D2 antagonist,TrxR1 substrate,PI4K2A block,rTrxR1 inhibitor,USP1-UAF1 inh,TRHR enhancer,IDH1 R132H inh,TRHR agonist,D2 agonist
CN(C(=O)c1cccc(NC(=O)Cc2cccc(NC(=O)C3CCCN(C(=O)C4CCCCC4)C3)c2)c1)C1CCC1 (configuration not stated),·,-1%,2,10%,-24%,·,-4%[38.3 µM],·,·
O=C(CCc1nnc2ccc(NCc3ccco3)nn12)N1CCN(c2ccccc2)CC1,0,-4%,1,?,-12%,-3,1%,-0.6,2.1
O=C(NC1CCCCCC1)C(=O)NC1CCCC1,-8,-7%,0,7%,6%,2,1%,-0.3,0.4
COc1ccccc1C(=O)Nc1ccc2ccccc2c1,·,5%,5,14%,-24%,·,7%,·,·
Cc1ccc(S(=O)(=O)N/N=C/c2ccccc2F)cc1[N+](=O)[O-],-6,0%,-6,40%[11.4 µM],-10%,-1,1%,-0.3,1.3
CCOc1ccccc1CNC(=O)c1cc(-c2ccc(C)c(C)c2)nc2ccccc12,·,4%[57.1 µM],-1,25%[57.1 µM],-18%,2,6%,0.2,0.6
Cc1cccc(NC(=O)Nc2cccnc2)c1C,1,-3%,5,10%,-12%,-9,9%,-0.1,-0.7
Cc1ccc(S(=O)(=O)N(C)c2ccc(N)cc2)cc1,-15,1%,0,7%,-20%,2,-1%,-0.7,-0.1
CN1CCN(C(=O)c2ccc(Cn3cc(Cl)cn3)o2)CC1,15,2%,0,6%,-16%,-4,1%,0.4,-0.1
Cc1cc(C)n(CCNC(=O)CCc2nnc(CCc3ccccc3)o2)n1,2,7%,-2,25%,-21%,-2,1%,2.0,0.3
CC(C)c1nc2ccccc2n1CC(O)COC1CCCCC1 (configuration not stated),-8,5%,2,19%,-13%,2,0%,-0.3,-0.3
Cc1ccc(N/C(C(Cl)=C(Cl)Cl)=C(/Cl)[N+](=O)[O-])c(C)c1,-2,0%,-11,?,-22%,-1,9%,0.4,4.4
CC(C)(C)NC(=O)Cn1nnc(-c2ccc(S(C)(=O)=O)cc2)n1,-2,-9%,-1,-1%,-5%,19,-5%,0.5,0.4
Cc1ccccc1C(=O)N1CCC(C(=O)Nc2ccccn2)CC1,-7,11%,2,34%,-1%,1,14%,-0.3,0.8
O=C(Nc1ccc(N2CCOCC2)c(S(=O)(=O)Nc2ccccc2Cl)c1)c1ccccc1,4,2%,1,14%,0%,-1,-13%,0.4,0.0
CC(=O)Nc1ccc(S(=O)(=O)NCCC(=O)OCC(=O)NNC(=O)c2ccccc2)cc1,-4,-1%[57.1 µM],-2,3%[57.1 µM],-8%,0,0%,0.1,0.0
CC(O)[C@H]1CNC(=O)C(=O)N1CCCCC1CCCCC1 (some centres not stated),-6,13%[57.1 µM],4,15%[57.1 µM],-16%,5,13%,0.6,0.4
CCN1CCN(c2ccc(S(=O)(=O)N3CCOCC3)cc2NC(=O)c2cc(Cl)nc3ccccc23)CC1,21,3%,-2,6%,-19%,-6,1%,-0.1,1.3
O=C(Nc1ccc2c(c1)OCO2)NC1(C(F)(F)F)Oc2ccccc2O1,0,-5%,0,?,-16%,-5,6%,0.9,0.7
c1ccc(-c2cn3nc(-c4ccccc4)c(-c4ccccc4)nc3n2)cc1,-7,-1%,-1,-14%,?,-7,3%,50*,15
CN(C)S(=O)(=O)Nc1ccc(C(=O)O)cc1,-6,0%,2,-7%,-14%,2,0%,0.3,0.0
COc1ccc(C(=O)N2CCC(C(=O)Nc3ccc(OC)c(OC)c3)CC2)cc1,-2,-13%,0,-13%,-5%,-12,5%,-0.3,-0.4
CCOC(=O)c1ccc(S(=O)(=O)NC2CCCCCCC2)n1C,3,-1%[57.1 µM],-4,4%[57.1 µM],-13%,-4,1%,0.0,-1.3
Cc1ccc2[nH]c3c(NCc4ccccc4)ncnc3c2c1,-3,17%,-2,4%,-10%,4,7%,-1.1,-0.1
CC(C)(C)C(=O)Nc1c2c(nn1-c1ccc(F)cc1)CSC2,-3,-4%,-7,21%,-15%,1,0%,-0.4,-0.4
CCCCCCNS(=O)(=O)c1ccc(Cl)s1,-20,6%,-2,21%,-23%,0,0%,0.4,-2.7
Cc1nnc(NC(=O)CCCN2C(=O)c3ccccc3C2=O)s1,-18,8%,0,17%,-13%,4,1%,1.2,0.2
Cc1noc(C)c1CSc1nc2sc(C)c(C)c2c(=O)n1-c1ccccc1,-8,-5%,1,-12%,-18%,6,4%,-0.2,0.7
CC(C(=O)N1c2ccc(F)cc2CCC1C)N1C(=O)c2ccccc2C1=O (configuration not stated),6,-2%,-2,-11%,-12%,4,0%,-0.8,0.1
COCCNC(=O)C(=O)N/N=C/c1cccs1,·,-5%,1,3%,-18%,0,-9%,0.1,·
Cc1ccc(S(=O)(=O)N2CCN(C(=O)c3cc(=O)[nH]c4ccccc34)CC2)c(C)c1,10,-3%,-3,-6%,-1%,1,-1%,0.2,1.3
CCCCCC(=O)N1CC2(C)CN(C(=O)CCCCC)CC(C)(C1)C2=O,-7,0%,-4,6%,-2%,0,6%,-0.7,0.4
O=C(c1ccc(-c2nnc(Nc3cccc(Cl)c3)c3ccccc23)cc1)N1C[C@H]2C[C@H](C1)c1cccc(=O)n1C2,17,13%,7,22%[57.1 µM],-20%,11,8%,-0.2,-0.7
O=C(NCc1cnc2ccccn12)C1CCC(=O)N(Cc2ccccc2F)C1 (configuration not stated),0,34%[activator],-8,-4%,-19%,-5,5%,0.3,0.6
CC(=O)Nc1cccc(NC(=O)c2cc(-c3cccnc3)nc3ccc(Cl)cc23)c1,·,-7%,1,5%[57.1 µM],-3%,6,-28%,-0.7,·
COCC1OS(=O)(=O)NC(CC(=O)SC(C)(C)C)C1C (configuration not stated),-19,5%[57.1 µM],6,24%[57.1 µM],-29%,-8,4%,-0.1,-0.6
Cc1ccc(OCC(=O)c2cc(C)n(C)c2C)c([N+](=O)[O-])n1,-25,-11%,-3,-30%,-21%,44*,0%,0.1,-0.2
CC(C)NC(=O)c1cccc(Cn2cc(Cl)cn2)c1,-18,-2%[0.457 µM],0,12%,-19%,-8,8%,-0.3,-0.9
